AID inh: inhibitors of human activation induced cytidine deaminase; Potency, µM (series often up to 115 µM), for inactives: at the top dose activity change, negative = inhibition, actives largely listed as inhibitors; AID deamination FRET fluorescence, UDG-coupled, 4 h; 0.32% of 91,000 active; Q9GZX7; further: nearly all actives have a fitted effect of over 25% in size
Target sequence (Q9GZX7 whole entry, looked up): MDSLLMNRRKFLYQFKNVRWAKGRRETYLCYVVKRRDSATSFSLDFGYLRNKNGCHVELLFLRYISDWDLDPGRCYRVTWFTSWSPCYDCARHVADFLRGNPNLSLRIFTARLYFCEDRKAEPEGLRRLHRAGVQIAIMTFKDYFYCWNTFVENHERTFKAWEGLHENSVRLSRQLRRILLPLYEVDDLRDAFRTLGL
UDG counter: blocks uracil-DNA glycosylase in AID counter-screen; 0.14% of 91,000 active; AID 1347430; FRET deamination/UDG coupled assay, UDG read, 4 h; Potency, µM (highest dose often 115 µM), for the others: top-dose activity change, negative = inhibition, actives largely listed as inhibitors; further: nearly all actives have a fitted effect of over 65% in size
* hit, by the source's call; ? = inconclusive; [ ] = remark or other dose. The call rests on the fitted dose curve; in most records, active means well fitted curve in the direction sought with a large enough effect; inconclusive means small, poorly fitted or top-dose-only effect, or another doubt; inactive means no such curve, though single readings can be large; an effect the other way counts as inactive or inconclusive. On the % scale 0 is the no-effect control and ±100 the full control effect; potency means the concentration at half of the fitted maximal effect.

SMILES,AID inh,UDG counter
CCc1nn2c(=O)cc(COC(=O)c3cccs3)nc2s1,13.1%,-5.4%
CCOC(=O)c1cnc2cc(-c3ccc(Cl)cc3)nn2c1-c1ccccc1,2.8%,-8.9%
COc1ccccc1C1c2c(n[nH]c2C)Nc2[nH]c(=O)[nH]c(=O)c21 (stereo not given),-2.8%,-0.7%
CC1=C(c2ccc(F)cc2)S(=O)(=O)NC1=NCc1ccccc1F,10.7%,-9.7%
CSC(=S)NN=C1CCCC1,-10.4%,-0.8%
C=C(C)CN(CC)C(=O)Cc1csc(C(C)C)n1,4.8%,2.4%
COc1ccc(NC(=O)c2cc(=O)c3ccccc3o2)c(OC)c1,-0.1%,-0.6%
CC1=C(C(=O)Nc2cccc(F)c2)C2(CCCCC2)OC1=O,19.5%,7.0%
S=C(NCCC(c1ccccc1)c1ccccc1)NC1CC1,-1.9%,4.4%
O=C(O)/C=C/c1cc(Br)ccc1F,-1.8%,-12.4%
COc1ccc(Nc2nc(-c3ccccc3)c3cc(Br)ccc3n2)cc1,-26.7%,-14.3%
CCCN(C)c1ccc(/C=N/NC(=S)Nc2cccc(C)c2)cc1,-1.0%,-2.7%
Cc1ccc(CNc2nc3c(c(=O)n(C)c(=O)n3C)n2Cc2ccc(Cl)cc2)cc1,-11.2%,-6.4%
COc1ccc2oc(=O)c(C(=O)NCCc3c(C)[nH]c4c(Cl)cccc34)cc2c1,17.3%,1.1%
CCCCNC(=O)Cn1c(=O)cc(C)c2c(C)nn(-c3cccc(Cl)c3C)c21,39.4%[activator],25.4%
COC(=O)C(C)(C)NC(=O)c1ccc2c(c1)NC(=O)CS2,-7.8%,-0.8%
O=C(O)/C=C/c1ccc(-c2ccc(Br)cc2)o1,-2.0%,-3.7%
Cc1ccc(CC2(O)CC(C)N(C)CC2C)cc1 (stereo not given),0.6%,-2.0%
O=C(O)c1cccc(COc2cccc(Br)c2)c1,0.0%,-5.8%
COc1ccccc1NC(=O)CSc1ncc(CO)n1Cc1ccc(F)cc1,4.1%,-22.7%

Next part:
SMILES,AID inh,UDG counter
COc1ccc(-c2cc(C(=O)O)n(Cc3ccccc3)n2)cc1,6.8%,3.6%
CCCN(Cc1ccccc1)Cc1cc(=O)oc2ccc(OC)cc12,-8.7%,0.0%
CCc1ccc(-n2cnc3cc(C(=O)NCc4ccc(C)cc4)ccc32)cc1,33.2%[activator],-12.9%
O=C(OCC1C(COC(=O)c2ccccc2Cl)C1(Cl)Cl)c1ccccc1Cl (stereo not given),-1.5%,9.0%
CCc1c(C)nc2n(c1=O)CN(Cc1cccnc1)CN2c1ccc(F)cc1,4.5%,-6.8%
COc1ccc(OC)c(Nc2cc(C(=O)NCc3ccccc3)c3ccccc3n2)c1,0.8%,-13.0%
C=CCNc1ncnc2ccc(Br)cc12,-3.8%,-1.6%
CC(NC(=O)c1ccc(Nc2nc3ccccc3n3nnnc23)cc1)c1ccccc1 (stereo not given),22.2%,7.5%
O=S(=O)(c1cccs1)N1CCOc2ccc(COCc3ccc(Cl)cc3)cc2C1,-11.8%,-7.3%
COc1ccccc1CCNC(=O)c1cccn1-c1nnc(N2CCCCC2)s1,-7.9%,-2.5%
CN(CCOc1ccccc1F)c1nc(-c2cccnc2)nc2ccccc12,-15.7%,3.0%
Cc1cc(SCc2cccc(F)c2)c2ccccc2n1,-11.6%,3.5%
CCc1nc(NCCN2CCOCC2)c(C#N)c2c1CCCC2,-12.1%,1.7%
CCCC(=O)NCCc1c2n(c3ccc(OC)cc13)CCCc1ccccc1-2,-21.9%,-11.3%
O=C(/C=C/c1ccc(-c2cc(Cl)ccc2Cl)o1)c1ccc(Cl)cc1,-4.9%,0.9%
CCOC(=O)c1c(S(=O)(=O)N2CCCCC2)nn(C)c1C,-7.6%,-3.2%
Cc1ccccc1C(=O)Nc1ccc2c(c1)nc(CCn1ccccc1=O)n2C,9.4%,1.5%
CC(C)c1ccc(NC(=O)Cn2c(=O)n(CC3CCC(C(=O)NCCc4ccccc4)CC3)c(=O)c3ccccc32)cc1 (stereo not given),23.8%,2.2%
S=C(NCCCc1ccccc1)Nc1ccc(Br)cc1Cl,-3.1%,9.0%
CC(C)c1cnc2c(c1SCC(=O)Nc1ccc(OC(F)(F)F)cc1)c(=O)n(C)c(=O)n2C,0.1%,-0.2%[57.5 µM]

Further results:
SMILES,AID inh,UDG counter
Cc1oc(-c2cccs2)nc1C(=O)NCCN1CCOCC1,25.1%,1.8%
COc1ccc(CCCN)cc1,-18.1%,-11.8%
COc1ccc(CCNC(=O)c2nc(SCc3ccc(F)cc3)ncc2Cl)cc1OC,-8.9%,-2.7%
CCOc1ccc(NC(=O)COc2ccc(Cl)cc2Cl)c2cccnc12,5.9%,0.4%
Cc1oc2cc(OCC(N)=O)ccc2c(=O)c1Oc1ccccc1Br,-10.6%,-2.7%
CCN(CC)C(=O)CSc1nc2cc3c(cc2c(=O)n1Cc1ccc(C(=O)NCCc2ccc(OC)c(OC)c2)cc1)OCO3,-3.3%,-5.2%
Cn1ccc2c(C(=O)Nc3nnc(C4CC4)s3)cccc21,-0.3%,-1.1%
COc1ccc(-c2cc(OC(=O)c3ccccc3Cl)c3c(C)oc(C)c3c(=O)c2)cc1OC,115.9%[activator],-22.0%
Cc1ccccc1CN1CCC(CNC(=O)c2cc3ccc4cccnc4c3[nH]2)CC1,?,-9.9%
CC(/C=C/C=C/c1ccccc1)=N\NC(=O)C1CC1c1ccc(C(C)(C)C)cc1 (stereo not given),-23.9%,-16.0%
CSc1ccc(CCNc2ncnc3onc(C)c23)cc1,?,-6.4%
CC(C)(C)NC(=O)NC(=O)CSC1=Nc2ccccc2CS1,4.0%,13.6%
CCOc1ccccc1CNC(=O)CCCn1ncn2c(cc3occc32)c1=O,11.3%,0.5%
COc1ccc(NC(=O)c2ccc3c(c2)c(C)c(C)n3Cc2ccc(F)cc2)c(OC)c1,-23.1%,21.2%
C=CCC1Cc2c(N)cccc2C(CC=C)N1 (stereo not given),30.8%[activator],5.7%
COc1ccccc1-c1noc(-c2ccc(N3CCN(c4ccccc4)CC3)c([N+](=O)[O-])c2)n1,-10.8%,12.0%
Cc1cccc(N2CCN(C(=O)CN3C(=O)CSc4c3c(C)nn4-c3ccccc3)CC2)c1C,-16.5%,0.6%
O=C(O)c1cc(Br)ccc1Cl,4.4%,2.0%
CC(NC(=O)C1CCCCC1)C12CC3CC(CC(C3)C1)C2 (stereo not given),2.4%,-1.6%
Cc1ccc(OCC(=O)OCc2cc(=O)n3nc(-c4cccs4)sc3n2)cc1,13.0%,-2.4%

(listing goes on)
SMILES,AID inh,UDG counter
CCNc1c(NC(=O)Nc2ccccc2F)c(=O)oc2ccccc12,-7.7%,-22.4%
Cc1ccc(C(=O)OC(C)C(=O)NC(=O)NC2CC2)c(O)c1 (stereo not given),2.0%,4.8%
Cc1cccc(COc2ccc(/C=C(\C#N)c3nc4ccccc4[nH]3)cc2)c1,-4.4%,4.0%
CCC(=O)NCc1ccc(-c2nc3ccccc3s2)cc1,0.8%,4.6%
CCC(C)NC(=O)NC1CCN(c2nc3ccccc3n(CC)c2=O)CC1 (stereo not given),-7.1%,47.5%[activator]
Cc1cc(-n2cccc2)ccc1Br,0.4%,6.4%
CCNC(=O)c1cc(-c2cccs2)nc2ccccc12,2.3%,-2.7%
CC(C)c1ccc2c(c1)NC(c1ccncc1)=NC(c1cccs1)=N2,-25.3%,0.0%
COc1ccc(-c2nc3sc(CCNC(=O)C(=O)Nc4cc(F)ccc4F)c(C)n3n2)cc1,23.4%,2.4%
COCCNC(=O)c1cc(-c2ccc3c(c2)OCCO3)nc2ccccc12,1.4%,-2.2%
CC(C)N(C)S(=O)(=O)N(C)CC1COc2ccccc2O1 (stereo not given),-2.2%,-1.8%
NS(=O)(=O)c1ccc(N/N=C/c2ccc(Cl)cc2)c([N+](=O)[O-])c1,-5.3%,-9.8%
O=C(Cn1nnc(-c2ccc(F)cc2)n1)N1N=C(c2cccs2)CC1c1cccs1 (stereo not given),-1.7%,0.6%
Fc1ccc(-c2csc3ncnc(Sc4nnc(C5CC5)o4)c23)cc1,-6.1%,-1.6%
CC(C)(C)NC(=O)CC1(C(=O)NCC2(c3ccccc3)CC2)CCCC1,1.8%,3.8%
CCOc1ccccc1NC(=O)COC(=O)c1oc2ccc(Br)cc2c1C,6.4%,-4.7%
C=C(C)CSc1nc2sc3c(c2c(=O)n1CCCC)CCCC3,-5.1%,?
CCOC(=O)c1cc2c(=O)n3ccccc3nc2n(Cc2ccco2)c1=NC(=O)c1cccc(C)c1,-1.7%,29.1%
Cc1cc(C)c(NC(=O)CN2C(=O)c3cccnc3Sc3ccccc32)c(C)c1,5.0%,2.6%
CCc1ccc(NC(=O)CC2C(=O)N(c3ccc(OC)cc3)C(=O)N2Cc2ccc(OC)cc2)cc1 (stereo not given),4.9%,0.3%

(list continues)
SMILES,AID inh,UDG counter
CCOc1ccc(-c2cc(C(=O)O)c3ccccc3n2)cc1OCC,3.4%,0.0%
CCOC(=O)c1ccc(NC(=O)CCc2c(C)nc3c(c(C)nn3C(C)(C)C)c2C)cc1,?,-11.6%
O=C(COC(=O)c1ccccc1OCc1ccccc1)Nc1ccc(F)cc1,-5.1%,6.0%
O=C(/C=C/c1cc(Cl)cc(Cl)c1)NC1CCC(O)CC1 (stereo not given),-4.1%,-2.2%
CC(=O)c1ccc(NS(=O)(=O)c2cccc(S(=O)(=O)c3ccc(Cl)cc3)c2)cc1,5.1%,-12.3%
CN1C(=O)Cc2cc(S(=O)(=O)CCC(=O)Nc3cccc(C(F)(F)F)c3)ccc21,13.6%,?
Cc1ncsc1C(=O)/C=C/c1ccc(F)c(F)c1,4.5%,-2.7%
N#C/C(=C/c1ccccc1C=O)c1nc2ccccc2s1,-12.9%,-4.6%
CC(C)C(=O)NCC(C)(C)CNC(=O)C(C)C,-4.2%,-5.3%
O=C(N/N=C/c1cccs1)c1ccccc1Br,-0.3%,-1.1%
COc1ccc(OC)c(C(=O)NC2CCCC2)c1,-11.6%,-1.3%
COc1ccc(CCNC(=O)C2=C(C)C(=O)OC23CCCCC3)c(OC)c1OC,6.0%,4.6%
Cc1c(-c2ccccc2)oc2c(C(=O)N3CCCN(CC(=O)NC(C)(C)C)CC3)cccc2c1=O,-7.7%,2.7%
O=C(NC(Cc1ccccc1)C(=O)O)c1cccc(C(F)(F)F)c1 (stereo not given),-2.8%,0.1%
Cc1oc2ncn(C)c(=O)c2c1C(=O)Nc1ccc(F)cc1,4.0%,-8.3%
CSc1nc(=O)c2c(n1C)NC(=O)CC2c1ccccc1OC(C)C (stereo not given),0.2%,3.8%
Cc1cccc(C(=O)NC(C)c2ccc(-c3ccccc3)cc2)c1 (stereo not given),0.9%,2.2%
CN(C)c1ccc(C(=O)/C=C/c2ccncc2)cc1,2.3%,-5.5%
C=CCNC(=O)c1cc(=O)[nH]c2ccc(S(=O)(=O)N(CC)CC)cc12,5.7%,2.7%
CC1(C)CC(=O)C2=C(C1)N(N1CCOCC1)C(N)=C(C#N)C2c1ccccc1Cl (stereo not given),-15.7%,-2.4%

Exported as labelled records: entries from further up
O=C(NC(Cc1ccccc1)C(=O)O)c1cccc(C(F)(F)F)c1 (stereo not given)
  AID inh: -2.8%
  UDG counter: 0.1%

CCOc1ccc(-c2cc(C(=O)O)c3ccccc3n2)cc1OCC
  AID inh: 3.4%
  UDG counter: 0.0%

Continuation.
SMILES,AID inh,UDG counter
CCCCCSc1nc2c(c(=O)[nH]c(=O)n2C)n1C,-5.6%,2.9%
CC1CCCCC1NC(=O)C1CC1C (stereo not given),-9.9%,-8.7%
N#Cc1cccnc1NCc1cccc(NC(=O)c2ccncc2)c1,-3.7%,-5.4%
Cc1cc(C)cc(NC2=C(c3ccccc3)C(=O)c3ccccc32)c1,-7.9%,?
Cc1ccc(-c2nn(-c3ccc(F)cc3F)c3c2cnc2c(F)cccc23)cc1,23.0%,21.2%
COC(=O)CCNC(=O)c1ccc(-c2ccccc2)cc1,6.2%,1.6%
O=C(c1cc2ccccc2o1)N(Cc1ccc(F)cc1)C1CC1,-12.4%,-7.0%
c1ccc2c(-c3csc(NC4CCCC4)n3)c[nH]c2c1,160.2%[activator],22.7%
O=C(NCc1cccnc1-n1cccn1)c1ccc(-c2ccc(Cl)cc2)s1,-16.0%,-5.6%
COc1ccc2c(=O)cc(-c3ccc(C)cc3)oc2c1,-15.0%,-5.3%
CCCOc1ccc(-c2cccc(NS(=O)(=O)c3ccc(CC)cc3)c2)nn1,2.4%,4.9%
Cc1ccsc1CNCCCN(C)C,5.5%,-2.3%
COc1cccc(C(=O)N2CC(=O)Nc3ccc(C)cc3C2c2ccc(F)cc2)c1OC (stereo not given),-11.7%,-13.2%
CCOC(=O)c1c(NC(=O)CS(=O)(=O)c2ccc(Cl)cc2)sc2c1CCCC2,-18.0%,22.4%
O=C(CNS(=O)(=O)c1cccs1)N1CCN(c2ccccc2Cl)CC1,-12.5%,7.6%
Oc1ccc(Cl)cc1C=NCc1cccc(C(F)(F)F)c1,-8.4%,3.9%
CCOC(=O)C1(C)C=C(Nc2ccc(C(N)=O)cc2)C(=O)N1c1ccccc1 (stereo not given),-5.5%,5.1%
Cc1sc2ncn(CCC(=O)NCc3ccc(CN4CCCCC4)cc3)c(=O)c2c1C,0.0%,-1.9%
N#Cc1nc(/C=C/c2ccc(Cl)cc2)oc1N1CCN(C(=O)c2ccco2)CC1,-14.5%,17.2%

Screens deposited in PubChem by National Center for Advancing Translational Sciences (NCATS).

This is a subset; rates above refer to the full screens.
